Compound activity as filed in PubChem BioAssay.
MmCpn inh = blocks the Methanococcus maripaludis chaperonin Mm-Cpn; purified Mm-Cpn ATPase, ADP Transcreener TR-FRET; Potency, µM (highest dose often 76.9 µM), for the others: at the highest dose activity, negative = inhibition, hits mostly inhibitors; 0.031% of 330,000 active; AID 504842; further: potency means the concentration at half of the fitted maximal effect; on the % scale 0 is the no-effect control and ±100 the full control effect; nearly all actives have a fitted effect of over 80% in size
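TR-FRET (320 nm excitation; 590 and 665 nm emission) reports ADP made from 10 uM ATP by 25 nM enzyme; compounds were preincubated 10 min, reaction run 30 min, both at 37°C.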
A549 viability = A549 cytotoxicity, counter-screen for Nrf2 inhibitors; 0.16% of 390,000 active; A549 ARE-Fluc cells, CellTiter-Fluor viability, 18-24 h; AID 504648; Potency, µM (series often up to 46 µM), for inactives: top-dose activity change, negative = cytotoxicity, most hits filed as inhibitors; further: potency means the concentration at half of the fitted maximal effect; on the % scale 0 is the no-effect control and ±100 the full control effect
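Cytotoxicity counterscreen: CellTiter-Fluor fluorescence was measured in A549 ARE_Fluc cells after 18-24 h of compound exposure in a concentration series. The subsequent BugLite luminescent read reports ARE-luciferase activity.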
TGFb SMAD3 inh = inhibitors of TGF-b signaling; HepG2 CAGA-GFP TGF-b/SMAD3 reporter, GFP fluorescence, 18 h; TGF-beta stimulated, 500 pg/mL final; Potency, µM (series often up to 46.1 µM), without a hit: at the top dose activity, negative = inhibition, actives largely listed as inhibitors; 1.2% of 410,000 active; AID 588855; further: potency means the concentration at half of the fitted maximal effect; on the % scale 0 is the no-effect control and ±100 the full control effect; nearly all actives have a fitted effect of over 65% in size
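Cell-based qHTS in HEPG2 carrying a CAGA-GFP Smad reporter; compounds added before 500 pg/mL final TGF-beta, 18 h incubation at 37 degrees C, GFP fluorescence quantified per cell by imaging cytometry.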
Nrf2 block = inhibitors of Nrf2 signaling; A549 ARE-Fluc reporter, luciferase luminescence, 18-24 h; Potency, µM (doses to about 46 µM), inactives show top-dose activity change, negative = inhibition, actives largely listed as inhibitors; 2.1% of 360,000 active; further: potency means the concentration at half of the fitted maximal effect; on the % scale 0 is the no-effect control and ±100 the full control effect; nearly all actives have a fitted effect of over 60% in size
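Nrf2 activity is the BugLite luminescence, read 15 min after reagent at room temperature, following CellTiter-Fluor cytotoxicity readout (30 min, 37C). Compound titrations were applied for 18-24 h to 5000 A549 ARE_Fluc cells/well in 5% FBS OPTI-MEM.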
HepG2 viability = kills HepG2 cells in TGF-b inhibitor counter-screen; HepG2 CAGA-GFP viability, ATP luminescence, 18 h; Potency, µM (series often up to 46.1 µM), without a hit: at the top dose activity change, negative = cytotoxicity, usual class: cytotoxic; 0.76% of 410,000 active; AID 588856; further: potency means the concentration at half of the fitted maximal effect; some results filed as inactive show a strong effect at the top dose
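CellTiter-Glo luminescence gave cytotoxicity after 18 hours at 37 degrees C. The cells were HepG2 CAGA-GFP in 1% FBS DMEM, stimulated with 500 pg/mL TGF-beta after compound addition. %Activity was normalised to no-cell wells (complete cell-killing) and DMSO (no toxicity), and curves were fitted and classified.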
S2 tox = viability counter-screen for ATXN expression inhibitors | S2 cells (HEK-293 line with an ATXN2-luciferase reporter) viability, CellTiter-Fluor protease fluorescence, 24 h | Potency, µM (series often up to 56.7 µM), actives largely listed as cytotoxic | 0.49% of 400,000 active | AID 651635; further: potency means the concentration at half of the fitted maximal effect; nearly all actives have a fitted effect of over 40% in size
CCT modulator = modulators of cytosolic chaperonin (CCT/TRiC) activity; purified chaperonin ATPase assay, HTRF ADP detection, 30 min; 0.3% of 360,000 active; AID 651819; activity change, % (test concentration not listed), hits read low; in the data active means activity change below about -30%; further: on the % scale 0 is the no-effect control and ±100 the full control effect
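TRiC (40 or 20 nM final, by batch activity) in 30 mM Tris pH 7.4, 100 mM KCl, 5 mM MgCl2, 1 mM DTT was treated with compound at 76 uM single dose, then 10 uM ATP, 30 min at 37 °C. ADP was read by HTRF Transcreener.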
Nrf2 ARE act = activators of Nrf2 (ARE) signaling; AID 624171; AREc32 ARE-luciferase reporter (MCF7-derived line), luminescence, 24 h; 0.31% of 410,000 active; Potency, µM (doses to about 46.1 µM), for the others: at the top dose activation, most hits filed as activators; further: potency means the concentration at half of the fitted maximal effect; % of control where 0% means no effect; nearly all actives have a fitted effect of over 65% in size
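For detection, Steady-Glo was added and plates sat 30 min at RT; before that, AREc32_Fluc cells grown overnight in OPTI-MEM/5% FBS had been treated with 23 nL compound for 24 hr at 37 deg C.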
Akt phos inh = Akt phosphorylation inhibition; Neuro2A IGF-stimulated pAkt S473 HTRF, 20 min; stronger effect = lower value; activity change, % for hits at 50 µM; 0.32% of 360,000 active; AID 651550; in the data active means activity change below about -80%; inconclusive means mostly about -51% to -80%; further: on the % scale 0 is the no-effect control and ±100 the full control effect
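Neuro2A cells (4,500/well, DMEM with 0.5% FBS) were treated with compound at a single 50 µM final concentration, stimulated with 6 nM IGF for 20 min at 37 °C, and lysed. Phospho-Akt Ser473 was read by HTRF as 665/615 ratio ×10^4.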
* marks the source's active call; other numbers are inactive results; i = inactive; ? = inconclusive; . = not tested or not shown; & = joins results of further samples; [ ] = another dose, or the depositor's remark. Unless noted, the call rests on the fitted dose curve; in most records, active means well fitted curve in the direction sought with a large enough effect; inconclusive means small, poorly fitted or top-dose-only effect, or another doubt; inactive means no such curve, though single readings can be large; an effect the other way counts as inactive or inconclusive.

compound | Nrf2 ARE act | Nrf2 block | A549 viability | TGFb SMAD3 inh | S2 tox | HepG2 viability | MmCpn inh | Akt phos inh | CCT modulator
Cc1ccn2c(C(=O)CSc3ccc(Cl)cc3)c(C)nc2c1 | 0.2% | ? | -3% | 3% | i | 0% | -1% | i | -0.2
Cc1cccc(C)c1NC(=O)C1CCCN1S(=O)(=O)c1ccc(-c2ccc(=O)[nH]n2)s1 (configuration not stated) | 0.3% | ? | 2% | 13% | i | -21% | -3% | i | 0.6
Cc1ccc(Cn2c(SC3CCOC3=O)nc3ccccc3c2=O)cc1 (configuration not stated) | -0.6% | 15% | -6% | -16% | i | -5% | -2% | i | 3.3
COc1ccc(C(=O)NCC(c2ccco2)N2CCc3ccccc3C2)c(OC)c1 (configuration not stated) | -0.6% | . | . | ? | ? | -35% | . | i | -4.2
O=C(COC(=O)c1ccc([N+](=O)[O-])o1)c1ccccc1 | 5.6% | 13% | -1% | -8% | i | 9% | 2% | i | -1.8
COc1ccc(CCNC(=O)Cn2cnc3c(nnn3Cc3ccc(C)cc3)c2=O)cc1OC | -0.6% | 12% | 1% | 1% | i | -3% | 0% | i | -1.6
O=C(COc1ccccc1)NCc1ccc2c(c1)CCN2C(=O)c1ccc(F)cc1 | 3.7% | . | -15% | ? | . | -8% | . | . | .
COc1ccc(CCNC(=O)CCc2c(C)nc3c(c(C)nn3-c3ccc(C)c(C)c3)c2C)c(OC)c1OC | 0.1% | 18% | 13% | 1% | i | 8% | . | . | .
COc1cccc(N2C(=O)c3ccncc3C2=O)c1 | 1.6% | 6% | -7% | -10% | i | -4% | 0% | i | -3.1
O=C1OCCN1C(=O)[C@H]1[C@H](c2ccc([N+](=O)[O-])cc2)C(c2ccccc2)=NN1c1ccccc1 | 8.2% | -3% | -10% | -10% | ? | 0% | 1% | i | 0.4

Limited to A549 viability and TGFb SMAD3 inh, for some of the entries so far:
Structure | A549 viability | TGFb SMAD3 inh
COc1ccc(CCNC(=O)Cn2cnc3c(nnn3Cc3ccc(C)cc3)c2=O)cc1OC | 1% | 1%
O=C(COc1ccccc1)NCc1ccc2c(c1)CCN2C(=O)c1ccc(F)cc1 | -15% | ?
COc1ccc(CCNC(=O)CCc2c(C)nc3c(c(C)nn3-c3ccc(C)c(C)c3)c2C)c(OC)c1OC | 13% | 1%
COc1cccc(N2C(=O)c3ccncc3C2=O)c1 | -7% | -10%

More entries:
compound | Nrf2 ARE act | Nrf2 block | A549 viability | TGFb SMAD3 inh | S2 tox | HepG2 viability | MmCpn inh | Akt phos inh | CCT modulator
CC(=O)c1cccc(NC(=O)c2csc(-n3nc(C)cc3C(F)(F)F)n2)c1 | 4.0% | ? | . | -7% | i | -12% | -23% | i | -0.4
C/C=C/C(=O)OCC(=O)Nc1ccc(C)c(S(=O)(=O)N(C)C)c1 | 6.8% | -4% | -5% | -4% | ? | -8% | -1% | i | -0.2
Nc1nc(NC(=O)CCCC(=O)O)nn1-c1ccccc1 | -0.5% | -11% | -9% | -6% | i | -3% | -2% | i | -5.7
COc1ccc2c(C(=O)c3ccc(C)cc3)n(CCC(N)=O)[n+]([O-])c2c1 | -0.8% | 3% | -11% | -23% | i | 0% | 0% | i | 0.9
N#Cc1cc(-c2ccccc2)nnc1Oc1ccccc1Cl | 2.2% | . | 4% | ? | i | -97% | -1% | i | -0.9
CCOc1ccc(S(=O)(=O)NCc2ccncc2)cc1 | 0.4% | 0.41µM* | -29% | ? | i | 2% | ? | i | 1.8
COc1cc(C(=O)O)c([N+](=O)[O-])c(OC)c1OC | -0.7% | 4% | -10% | 26% | i | 35% | -2% | i | 2.3
COc1cccc(NC(=O)CN(C)S(=O)(=O)/C=C/c2ccccc2)c1 | 0.4% | -11% | 0% | -8% | i | -4% | 2% | i | -1.9
O=C(COC(=O)c1ccc(Br)cc1)Nc1ccccc1Br | 9.3% | ? | -2% | 5% | i | -7% | 0% | i | 2.7
CC(NC(=O)C(=O)Nc1c2c(nn1-c1ccc(F)cc1)CSC2)c1ccccc1 (configuration not stated) | 0.9% | . | -5% | 0% | i | -35% | . | . | .
Cc1ccc(N(C)C(=O)Cn2cnc3onc(-c4ccc(F)cc4)c3c2=O)cc1C | 0.4% | -14% | -3% | ? | i | -41% | . | . | .
NC(=O)NC(=O)COC(=O)c1ccc(Cl)c(S(=O)(=O)N(Cc2ccccc2)c2ccc(Cl)cc2)c1 | 0.2% | ? | -12% | 14% | i | 0% | 2% | i | 1.8
COCCN1C(=O)c2ccccc2C1c1nc2ccccc2[nH]1 (configuration not stated) | -0.2% | . | . | 5% | i | 2% | . | i | -0.6
Cc1nn(CC(=O)Nc2ccc(S(N)(=O)=O)cc2)c(=O)c2ccccc12 | 0.3% | -5% | -9% | 3% | i | 5% | -4% | i | -1.0
COc1ccc(C(=O)Nc2cc3c4c(c2)CC(=O)N4CCC3)c(OC)c1 | 4.8% | ? | 5% | 14% | i | -30% | -3% | i | 0.9
CCOC(=O)C(Cc1ccccc1)(Cc1ccccc1)C(C)=O | 0.4% | -11% | 1% | -1% | i | -1% | 0% | i | 0.8
Cc1ccc(S(=O)(=O)N2CCC(C(=O)Nc3ncccc3O)CC2)cc1 | 1.7% | 1% | 0% | 5% | i | 5% | -2% | i | -1.9
CCN(C[C@H]1N[C@@](Cc2ccccc2)(C(=O)OC)[C@H]2C(=O)N(Cc3ccccc3)C(=O)[C@@H]12)S(=O)(=O)c1ccc(OC)cc1 | 0.8% | 1% | -8% | -12% | i | 0% | -1% | i | 0.2
CC(=O)c1ccc(NC(=O)c2nc3ccccc3n(C)c2=O)cc1 | 21% | . | -3% | 30%[activator] | . | -16% | . | . | .
COc1ccc(CNS(=O)(=O)c2ccc(OC)cc2)cc1 | -0.1% | -14% | 10% | 6% | i | -14% | 0% | i | -0.3
CCCc1[nH]nc2c1C(c1ccc(OCCN3CCOCC3)c(OC)c1)C(C#N)=C(N)O2 (configuration not stated) | 7.8% | 20% | -11% | -4% | i | -32% | -1% | i | -0.6
C[C@H](CO)N1C[C@H](C)[C@@H](CN(C)C(=O)NC2CCCCC2)Oc2ccc(NC(=O)NC3CCCCC3)cc2C1=O | 0.2% | 9% | 1% | -3% | ? | -17% | -1% | i | -0.1
Nc1nc(SCC(=O)NCC2CCCO2)[nH]c(=O)c1NC(=O)c1ccco1 (configuration not stated) | 0.2% | 13% | -2% | 7% | i | 1% | 0% | i | 0.5
c1ccc(Oc2nc(N3CCOCC3)nc(N3CCOCC3)n2)cc1 | -0.6% | . | -1% | -5% | i | -5% | 0% | . | -2.4
N#Cc1cnc(N)c(Br)c1 | -0.1% | -16% | -4% | 10% | i | -2% | 0% | i | 0.4
CC(C)=CCC/C(C)=C/CNC(=O)CC1C[C@H](C(=O)N2CCOCC2)[C@@]2(C)c3[nH]c4ccccc4c3CCN2C1=O (some centres not stated) | 0.3% | ? | -13% | ? | . | -19% | -1% | i | 0.3
CC(C)(C)/C(O)=C/c1nc2ccccc2[nH]c1=O | -1.5% | -11% | -13% | 0% | i | -22% | 1% | i | -0.6
O=[N+]([O-])c1ccc(Nc2ccccn2)c([N+](=O)[O-])c1 | 18% | -27% | -12% | 0% | i | -14% | -1% | i | -2.2
CN(Cc1ccccc1)S(=O)(=O)c1ccc(Cl)c(C(=O)N2CCC2)c1 | 2.0% | -6% | 8% | -14% | i | -12% | 0% | i | 0.0
CCNC(=S)Nc1cc(C)ccn1 | 3.3% | ? | 1% | -14% | i | 1µM* | 0% | i | 0.6
COc1ccc(Cn2ccc3nc(C)c(C(=O)N4CCN(c5ccc(OC)cc5)CC4)cc3c2=O)cc1 | 0.2% | -82% | -26% | ? | i | -30% | . | . | .
CCOC(=O)N1CCN(CC(O)COc2ccc(C)c(C)c2)CC1 (configuration not stated) | -0.4% | 1% | 1% | 5% | i | -2% | -1% | i | 0.2
Cn1ccnc1SCC(=O)Nc1nc2ccccc2s1 | 6.6% | -25% | -7% | -1% | i | -22% | 0% | i | -1.4
CCCNC(=O)c1ccc2c(c1)C1C3CCC(C3)C1C(c1ccccc1)N2 (configuration not stated) | 0.4% | 21µM* | ? | ? | i | -4% | -1% | i | -1.9
COc1ccccc1CN(C)C(=O)c1ccccc1SCC(=O)N1CCCC1 | -0.6% | 7% | 0% | -1% | i | 0% | 1% | i | 1.6
c1ccc2c(-c3cncc4ccccc34)cncc2c1 | -0.6% | ? | 2% | -5% | i | -15% | . | i | -1.9
CCOc1ccc(-c2nc(C#N)c(N3CCCCCC3)o2)cc1 | 0.5% | -6% | 10% | ? | i | -21% | 0% | i | -1.9
O=C(Nc1ccc(F)cc1C(F)(F)F)C1CCN(c2ncccn2)CC1 | 0.7% | 3% | 6% | ? | i | 3% | . | . | .
O=C(CNC(=O)C1CCCCC1)OCC(=O)c1ccc(Br)cc1 | -0.7% | -4%&2% | -2%&2% | 1%&18% | i | 3%&7% | 0% | i | 0.8
O=C1CC(c2ccccc2)CC2=C1C(c1ccco1)n1nc(C(F)(F)F)nc1N2 (configuration not stated) | . | -5% | -3% | -19% | . | -3% | . | . | .
O=C(COC(=O)Cn1nnc(-c2ccccc2)n1)Nc1cc(F)ccc1F | -0.2% | -10% | 9% | 0% | i | 1% | -2% | i | -1.8
CC[C@]12c3[nH]c4ccc(OC)cc4c3CCN1C(=O)C(CC(=O)NCc1ccco1)C[C@@H]2C(=O)N1CCN(C(=O)c2ccco2)CC1 (some centres not stated) | 0.4% | 7% | 2% | 13% | i | 5% | 0% | i | -0.9
